Assay outcomes (PubChem)
HSF1 inh = HSF1 inhibition. NIH3T3-HGL HSE-luciferase, MG132-induced, luminescence 8 h; active compounds read low. hit rate 0.77% among 300,000. activity change, negative = inhibition, % at 7.5 µM (by protocol);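 active = more than half of replicate wells show activity change below -50%, luminescence cut by over half; inconclusive = some wells, but at most half, below -50%; inactive = no replicate well below -50%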;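 also: luciferase reports HSF-1 transcriptional activity via heat shock element; 0% = median of DMSO wells and -100% = zero luminescence signal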
KLF5 inhibitor = kruppel-like factor 5 inhibition. AID 1700. DLD-1 KLF5 promoter-luciferase reporter, luminescence. inhibition, % at 5 µM. hit rate 0.23% among 290,000;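 active = inhibition above a per-plate limit of that plate's mean compound inhibition plus 3 SD, cut at about 60% in these data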;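 also: 0% = DMSO wells and 100% = LY294002 at 200 µM; higher means less KLF5 promoter-driven luciferase light; inactives centre near -14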
GSK3B inh = inhibitors of human GSK3beta kinase; P49841; GST-GSK3beta kinase, ADP-Glo luminescence, 60 min; active compounds read low; activity score (negative = inhibition), % at 10 µM; hit rate 0.038% among 300,000; AID 2097;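 active = more than half of replicate wells score below -50%, meaning over 50% inhibition versus plate controls; inconclusive = some replicates but at most half score below -50%; inactive = no replicate scores below -50%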;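 also: 0% = median DMSO wells and -100% = median GW8510 positive control wells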
Target sequence (P49841 whole entry, looked up): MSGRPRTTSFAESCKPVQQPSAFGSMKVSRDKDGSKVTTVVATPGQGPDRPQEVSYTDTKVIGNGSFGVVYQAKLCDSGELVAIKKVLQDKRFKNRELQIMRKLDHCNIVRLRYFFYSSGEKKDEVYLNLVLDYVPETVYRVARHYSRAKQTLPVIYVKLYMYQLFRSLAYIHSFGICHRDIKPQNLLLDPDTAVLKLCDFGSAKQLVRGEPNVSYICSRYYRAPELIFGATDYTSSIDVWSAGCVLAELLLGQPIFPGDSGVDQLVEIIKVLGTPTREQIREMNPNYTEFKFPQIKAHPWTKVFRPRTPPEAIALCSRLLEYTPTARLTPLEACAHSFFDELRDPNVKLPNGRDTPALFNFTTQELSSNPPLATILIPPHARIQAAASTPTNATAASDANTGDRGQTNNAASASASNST
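Test system – GST-tagged human GSK3beta kinase, cell-free · Incubation – 60 min enzyme reaction, room temperature · Signal – ADP-Glo luminescence · Also added – peptide substrate and ATP at 25 µM · Controls – DMSO neutral wells and GW8510 at 20 µM as positive · Buffer or medium – Tris/MgCl2 kinase buffer · Measure – Luminescence-derived activity versus plate DMSO and GW8510 wells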
GSK3 alpha inh = inhibitors of human GSK-3 alpha kinase | P49840 | ADP-Glo luminescence, 60 min | inhibition, % at 10 µM | hit rate 0.1% among 320,000 | AID 2650;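 in the data active = inhibition above about 50%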;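 also: GST-tagged GSK-3 alpha with peptide substrate and 25 µM ATP; 0% = DMSO neutral wells and 100% = GW8510 positive control wells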
Target sequence (P49840 whole entry, looked up): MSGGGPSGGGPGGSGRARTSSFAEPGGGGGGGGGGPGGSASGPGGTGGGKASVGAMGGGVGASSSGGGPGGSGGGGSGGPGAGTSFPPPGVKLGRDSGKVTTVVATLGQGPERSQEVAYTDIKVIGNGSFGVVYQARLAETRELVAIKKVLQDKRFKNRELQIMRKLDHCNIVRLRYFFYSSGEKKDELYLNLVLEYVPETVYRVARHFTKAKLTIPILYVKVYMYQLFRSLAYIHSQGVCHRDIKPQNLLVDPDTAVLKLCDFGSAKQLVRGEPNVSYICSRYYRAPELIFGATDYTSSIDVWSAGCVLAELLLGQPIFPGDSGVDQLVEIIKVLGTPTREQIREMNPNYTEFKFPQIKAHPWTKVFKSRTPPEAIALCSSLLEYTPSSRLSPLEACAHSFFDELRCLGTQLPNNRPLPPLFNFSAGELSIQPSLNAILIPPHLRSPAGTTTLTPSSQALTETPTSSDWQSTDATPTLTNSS
aSyn 5UTR inh = MLPCN primary screen, SNCA 5' untranslated region | hit rate 0.82% among 300,000 | alpha-synuclein 5'UTR reporter, inhibitor activity | inhibition, % (tested at 7.5 µM); in the data active = inhibition above about 60%; inconclusive = no clear call, values can overlap the other calls;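 also: H4 neuroglioblastoma cells stably carrying SNCA 5'UTR luciferase fusion; 0% = DMSO wells and 100% = positive control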
HSF1 activator = increases HSF-1 driven luciferase reporter signal. NIH3T3-HGL HSF-1 luciferase reporter, MG132, 8 h; 100% = twice DMSO control signal. activation, % at 9 µM. hit rate 1.7% among 300,000;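 active = mean replicate activation of at least 50% with a set share of replicates each reaching 50%; inconclusive = only one of those two conditions met; inactive = mean below 50% and too few replicates reaching it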;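 also: 0% = median of the neutral control wells and 100% = twice that signal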
Dyrk1A ADPGlo = blocks rat Dyrk1A kinase activity; Q63470; ADP-Glo luminescence, NFATc1 peptide; inhibition, % at 12.5 µM; hit rate 0.43% among 310,000; AID 504441; in the data active = inhibition above about 50%;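 also: plate controls were vehicle with enzyme for no effect and no enzyme for full effect; many of its hits are not listed in these tables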
Platelet DG rel = platelet dense granule release activity; human platelet-rich plasma, SFLLRN dense granule ATP release, luminescence; inhibition, %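 (compounds screened at 7.5 µM in platelet-rich plasma)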; hit rate 0.22% among 300,000; AID 1663;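 active = mean replicate score, as percent of positive control, at or above 50; inconclusive = mean below 50 but at least one replicate at or above 50; inactive = mean and every replicate below 50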
HSP90 refold inh = inhibitors of HSP90 luciferase refolding in rabbit reticulocyte lysate; luciferase refolding luminescence, 3 h; hit rate 0.91% among 290,000; AID 1789; inhibition, % at 5.6 µM;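 active = inhibition above the screen-wide mean plus 3 SD, computed separately per campaign, cut at about 16% in these data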;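 also: 0% = DMSO wells and 100% = 60 µM geldanamycin wells; inhibitors lower the luminescence because luciferase stays unfolded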
IEC-6 tox = kills IEC-6 intestinal cells in KLF5 counter-screen; AID 1825; inhibition, % at 5 µM; hit rate 0.78% among 290,000; IEC-6 cytotoxicity, luminescence viability; in the data active = inhibition above about 22%;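 also: 0% = plate median of test compound wells and 100% = cytotoxic reference compound wells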
* hit, by the source's call; ? = inconclusive; . = not tested or not shown; & = joins results of further samples. This is a subset; the hit share may differ from the screen's.

SMILES	HSF1 inh	KLF5 inhibitor	GSK3B inh	GSK3 alpha inh	aSyn 5UTR inh	HSF1 activator	Dyrk1A ADPGlo	Platelet DG rel	HSP90 refold inh	IEC-6 tox
CCCCOc1ccc(/C(O)=C2/C(=O)C(=O)N(CCCOC)C2c2ccncc2)cc1 (stereo not drawn)	-6	-36	1	-1	-22	3	-4	2	0	2
COc1cc(CNCCc2ccc(S(N)(=O)=O)cc2)ccc1OCc1ccc(Cl)cc1	9	-8	2	-5	-64	30	-3	1	-1	-2
COc1ccc(C(=O)N/N=C/c2ccc(OC)c(CN3CCN(c4ccc(F)cc4)CC3)c2)cc1	-7	-12	0	0	-31	2	-1	-14	-4	0
Cc1oc(-c2ccccc2Cl)nc1CN(Cc1ccccn1)C[C@@H]1CCC(=O)N1	4	9	-1	1	2	2	4	-1	2	4
COc1ccc(-c2nnc(SCc3nnc(-c4ccccc4)o3)n2C)cc1OC	0	-11	-1	3	-5	4	-6	-3	-1	-3
COC(=O)c1cc(S(=O)(=O)NCc2cccc(Br)c2)c[nH]1	-2	-44	1	-2	-2	-8	-2	-5	-1	0
O=C(OCCN1C(=O)c2ccccc2C1=O)C1CCN(S(=O)(=O)c2cccs2)CC1	2	-6	3	0	0	-11	8	0	0	-4
O=C(CSc1nc(-c2ccc(F)cc2)cs1)NC(=O)NCc1ccco1	2	-12	1	1	16	4	27	-3	5	0
CC(C)CNc1c(N)c(=O)oc2ccccc12	-4	-29	-1	2	-23	6	13	0	8	2
CN1CCN(/N=C/c2ccc(OCc3ccccc3)cc2)CC1	-1	-101	-2	-1	-73	-17	-1	6	-2	-3
CSCCC(NC(=O)c1ccccc1)C(=O)NCc1ccco1 (stereo not drawn)	-2	-12	-3	-1	-4	-9	0	-5	5	2
CC(NC(=O)CN(c1ccc(Cl)cc1)S(C)(=O)=O)c1ccccc1 (stereo not drawn)	-13	-13	1	0	5	-35	1	2	-1	-2
COc1ccccc1NC(=O)Cn1c(=O)oc2cc(S(=O)(=O)N3CCCC3)ccc21	-3	3	2	2	-1	-11	5	5	0	3
COc1ccc(C2CC2C(=O)c2ccccn2)cc1 (stereo not drawn)	2	-23	1	0	-73	2	1	0	-3	-2
CCOc1cc(Cl)c(S(=O)(=O)NCc2cccnc2)cc1Cl	0	-8	4	0	-4	0	-3	4	1	4
CC1Cc2ccccc2N1C(=O)COC(=O)CCc1nc2ccccc2c(=O)[nH]1 (stereo not drawn)	5	-22	2	1	24	9	1	3	-1	1
Cc1ccc(C)c2[nH]c(=O)c(CCNC(=O)CC(C)(C)C)cc12	-3	-22	0	-1	32	10	-2	11	-3	-7
CCC(SCC(=O)OC)C(=O)Nc1nnc(C(C)C)s1 (stereo not drawn)	2	-8	-3	-1	-5	-4	5	2	-1	-6
O=C(O)/C=C\C(=O)Nc1ccccc1C(=O)NC1CCCCC1	1	-42	6	-2	-25	7	2	-3	3	3
Cc1cc(C(=O)Nc2nc3c(s2)CCCC3)no1	12	-117	-3	-4	-19	32	14	-11	12	4
CN(C(=O)C1CCC(=O)N(Cc2ccccc2F)C1)C1CCOCC1 (stereo not drawn)	-4	-24	2	-2	-8	6	16	25	-2	0
CCOc1ccc2nc(N/C(N)=N/S(C)(=O)=O)nc(C)c2c1	-6	-8	-3	1	-20	5	8	1	6	4
Cc1ccccc1C(=O)NNC(=O)/C=C/c1ccccc1	-8	-10	1	-3	-23	-11	1	3	-1	-1
CC(C)OC(=O)c1ccc(Cn2nnc3ccccc3c2=O)cc1	21	-50	-1	1	-3	12	5	-1	-3	-2
CCN(c1cccc(C)c1)S(=O)(=O)c1csc(C(N)=O)c1	2	-45	1	0	16	10	-1	11	-7	-2
CCOC(=O)C1=C(C)NC(C)=C(C(=O)OCC)C1C(=O)OCC(=O)NC(C)C	-16	-3	2	-1	5	-37	-4&-6	-1	8	6
N/C(=N\OC(=O)CCCc1ccccc1)c1ccc([N+](=O)[O-])cc1	8	-3	-1	5	-5	19	-3	-2	-2	2
Cc1cc(C(=O)c2ccccc2)c(NC(=O)CN2CCOCC2)s1	-2	-29	-26	8	8	-1	0	-4	-1	0
CCn1cc(Br)c(-c2nc3ccccc3c(=O)n2N)n1	28	-14	-3	1	-100	?	5	0	-3	-6
Cc1cc(-c2nnc(SCC(=O)Nc3ccccc3C(F)(F)F)o2)c(C)n1-c1ccccc1	-56*	-8	0	-2	-69	-59	.	4	9	-1
COc1ccccc1N1CCN(C(=O)CN(Cc2ccccc2)S(C)(=O)=O)CC1	2	-9	-6	10	0	-7	4	-2	2	0
CN(C)CCN(Cc1ccccc1)C(=O)[C@H](Cc1ccccc1)N1C(=O)c2ccccc2C1=O	-7	-1	-2	3	2	-9	-3	-2	-2	1
O=C(COC(=O)Cc1ccc(Cl)cc1)Nc1ccc2[nH]c(=O)[nH]c2c1	-4	.	-3	0	5	1	0	2	.	.
Cc1csc(NC(=O)CCn2c(=O)oc3ccc(Cl)cc32)n1	1	-19	3	3	38	4	9	13	-2	-3
CC(OC(=O)c1cccc(NS(C)(=O)=O)c1)C(=O)Nc1ccc(N2CCOCC2)cc1 (stereo not drawn)	-6	-9	-5	-2	-1	6	2	-3	-1	1
CCOc1ccc(C2N(c3ccc(OC)cc3)C(=O)C3CCCN32)cc1OC (stereo not drawn)	-1	-22	0	-4	6	7	9	-12	1	-3
COC(=O)c1ccccc1NC(=O)c1sc(Cl)nc1C	8	-41	0	-1	-35	16	1	-3	0	5
c1ccc(-c2cc3c(ccc4nonc43)nn2)cc1	-7	20	0	0	-96	3	-4	2	0	7
COc1ccccc1Nc1cc(C)nc2c(C)ccc([N+](=O)[O-])c12	8	3	-1	-1	23	-18	-2	-2	0	6
Cc1nc2nc(C)c(CCC(=O)N3CCN(c4ccccc4)CC3)c(C)n2n1	-8	-13	-4	-1	0	-4	-6	-2	5	-4
O=c1c2c3c(sc2nc2n1CCCCC2)CCC3	6	-25	-6	.	-24	6	-4	8	2	1
CCN(CC)CCOC(=O)c1cccc(Br)c1	2	-16	2	1	-11	2	2	1	1	5
CCN(CC)c1nc(Nc2ccccc2)nc(Oc2ccc(=O)[nH]n2)n1	-6	-2	-1	-2	24	1	7	-12	2	7
Cc1ccc(SCC(=O)Nc2ccc(F)cc2[N+](=O)[O-])cc1C	5	-21	2	-3	9	15	21	16	-1	-7
COc1ccc(C(=O)Nc2ccc3nc(N4CCCCC4)cc(C)c3c2)c(OC)c1	1	-17	-4	0	8	-5	.	8	-1	-2
CC1(C)C(=O)Nc2ccccc2N1C(=O)COC(=O)COc1ccc(C#N)cc1	-11	14	-1	0	12	-25	-9	0	-3	4
CC(=O)c1ccc(OCC(=O)NCc2ccc(F)cc2)cc1	4	9	-1	0	1	3	4	9	6	-2
O=C(NCCC1=CCCCC1)C1CCC(CNc2c(N3CCCCC3)c(=O)c2=O)CC1 (stereo not drawn)	1	0	2	-1	9	-2	3	-1	-4	2
CC(CN1CCOCC1)OC(=O)c1cccc(Br)c1 (stereo not drawn)	-2	3	1	1	13	3	1	0	5	2
CCOC(=O)c1c(NC(=O)COC(=O)c2ccccc2NC)sc(C(=O)N(C)C)c1C	8	-56	1	0	21	18	-5	-12	8	0
COc1ccc2c(c1)N1CCN=C1N2C	-8	-10	1	2	-25	6	9	8	-2	-7
CC1=C(C(=O)OCc2ccccc2)C(c2ccc(-c3ccccc3)cc2)NC(=O)N1CCCC(=O)O (stereo not drawn)	-4	.	-2	0	-21	8	.	-8	.	.
COC(=O)c1[nH]c2c(c1C)C(=O)CC(c1ccc(OC)c(OC)c1)C2 (stereo not drawn)	-7	-12	0	-3	1	-7	4	9	5	10
Cc1cccc(C)c1OCC(=O)NCC1CCCO1 (stereo not drawn)	-6	-29	-1	-1	-23	-11	-6	-5	-6	-6
CCN(CC(=O)Nc1ccc(NC(C)=O)cc1)C(=O)c1cc(S(=O)(=O)N2CCCCCC2)ccc1OC	-2	.	-1	-2	4	1	-4	7	.	.
CCNC1=C(Cl)C(=O)c2ccccc2C1=O	15	-74	-5	-1	-23	26	12	-12	6	19
CN(C)c1nc(OCCNC(=O)COc2ccc(Cl)cc2Cl)nc(N(C)C)n1	-39	-43	-2	0	-7	-54	-2	3	-1	0
CSc1nc(C)c2c(n1)N(c1ccc(O)cc1)CC2	-8	6	-1	0	22	-3	3	3	0	-8
Cc1cc(C(=O)N2CCC(CO)(Cc3cccc(C(F)(F)F)c3)CC2)n[nH]1	3	-4	-1	-1	-2	14	-2	-2	-6	-4
COc1cc(C(=O)NCC2CCCCC2)cc(OC)c1OC	3	-27	2	-1	7	0	-4	7	-3	1
Additional records.
SMILES	HSF1 inh	KLF5 inhibitor	GSK3B inh	GSK3 alpha inh	aSyn 5UTR inh	HSF1 activator	Dyrk1A ADPGlo	Platelet DG rel	HSP90 refold inh	IEC-6 tox
Cc1cc2nc(C)n(CCCN)c2cc1C	-2	-13	-1	-2	-21	-16	2	6	-1	2
CCOc1ccc(-c2cnc(SCC(N)=O)nc2N)cc1	-4	-13	1	1	-25	-15	-8	-11	0	-1
CSC1=NCCCN1C(=O)c1c(-c2ccccc2Cl)noc1C	-3	2	-1	-2	-7	-1	-9	4	1	2
Cc1ccc(-c2nnn(CC(=O)N(c3ccc(F)cc3)C(C(=O)NC3CCCC3)c3ccncc3)n2)o1 (stereo not drawn)	-4	-14	2	-1	6	2	0	-1	2	-6
COC(=O)c1cnc(NNS(=O)(=O)c2ccc(Cl)cc2)nc1C(F)(F)F	-4	-4	5	-6	5	0	12	-3	-1	-2
CCC1CCCCN1CCCNC(=O)CN1C(=O)COc2ccccc21 (stereo not drawn)	-6	-18	-1	0	-19	-5	-11	1	-3	3
CCCCn1c(=O)[nH]c(=O)c2c1nc(-c1ccc(-c3ccc(F)cc3)o1)n2C	-1	-10	3	-3	17	6	.	1	-1	5
Nc1ccc(Oc2ccc3nc(-c4ccccc4)c(-c4ccc([N+](=O)[O-])cc4)nc3c2)cc1	8	-9	-7	0	1	33	1	-13	1	1
O=C(NC(Cc1ccccc1)C(=O)O)/C(=C\c1ccc([N+](=O)[O-])cc1)NC(=O)c1ccco1 (stereo not drawn)	-7	-15	-2	-2	-9	1	5	-5	0	-3
CCC(=O)NC(=S)Nc1ccc(S(=O)(=O)NC2CCCCC2)cc1	-1	15	-1	-1	-11	-21	3	2	5	11
Nc1nc2c(c(=O)[nH]1)C(c1ccccc1)C1=C(N2)c2ccccc2C1=O (stereo not drawn)	-9	-3	-1	3	5	-2	-9	1	8	-8
CCOc1ccccc1NC(=O)CN(c1nccs1)S(=O)(=O)c1ccc(N)cc1	4	-19	-1	-5	15	16	0	-3	-3	-5
